High-throughput results from PubChem.
hIAP block – blocks human intestinal alkaline phosphatase; P09923; purified IAP, CDP-Star luminescence, 30 min; inhibition, % at 10 µM; actives 0.12% (n = 330,000);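 active = inhibition reaching a set limit with compound at 10 µM in the primary screen, cut at about 35% in these data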;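 also: plate controls were DMSO wells with enzyme for no effect and no-enzyme buffer wells for full effect; values of inactives mirror those of a sister screen read the other way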
Target sequence (P09923 whole entry, looked up): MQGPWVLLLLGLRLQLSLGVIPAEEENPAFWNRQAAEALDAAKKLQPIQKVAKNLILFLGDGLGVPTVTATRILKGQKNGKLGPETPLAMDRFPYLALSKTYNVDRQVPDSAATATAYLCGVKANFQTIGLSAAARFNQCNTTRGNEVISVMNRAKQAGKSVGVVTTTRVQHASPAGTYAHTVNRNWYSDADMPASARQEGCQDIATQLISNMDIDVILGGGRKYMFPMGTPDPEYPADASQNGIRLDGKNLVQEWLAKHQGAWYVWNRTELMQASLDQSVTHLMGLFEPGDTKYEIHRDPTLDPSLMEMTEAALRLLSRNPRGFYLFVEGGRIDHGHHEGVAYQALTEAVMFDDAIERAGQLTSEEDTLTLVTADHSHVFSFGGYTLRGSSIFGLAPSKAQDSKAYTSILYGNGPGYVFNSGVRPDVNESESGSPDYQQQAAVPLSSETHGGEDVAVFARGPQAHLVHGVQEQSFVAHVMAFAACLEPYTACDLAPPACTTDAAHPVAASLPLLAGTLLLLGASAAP
NLRP3 yeast inh – NALP3 inhibition in yeast. inhibition, % at 10 µM. actives 0.39% (n = 330,000). AID 2825. Yeast reconstituted NLRP3/ASC/caspase-1, beta-gal luminescence, 24 h;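 active = inhibition of 50% or more; inactive = inhibition below 50%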;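 also: plate controls were induced DMSO wells for no effect and uninduced yeast grown without galactose for full effect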
APOBEC3G inh – APOBEC3G (human) deaminase inhibition; Q9HC16; recombinant A3G, ssDNA deamination FAM/TAMRA fluorescence; inhibition, % at 20 µM; actives 0.28% (n = 330,000); AID 493012;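 active = inhibition of at least 40% at 20 µM, with no more than 30% in the related APOBEC3A deaminase screen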;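 also: plate controls were DMSO wells with A3G for no effect and wells lacking A3G enzyme for full effect; some compounds called inactive have numbers as strong as hits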
mIAP inh – mouse IAP inhibition. inhibition, % at 10 µM. actives 0.2% (n = 330,000). AID 2806. purified mouse IAP, CDP-Star luminescence, 30 min;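 active = inhibition of at least 40% at 10 µM in the primary screen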;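 also: plate controls were DMSO with enzyme for no effect and no enzyme wells for full effect; values of inactives mirror those of a sister screen read the other way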
SENP1 FRET inh – inhibitors of human SENP1 SUMO protease catalytic domain. recombinant SENP1 catalytic domain, CyPet-SUMO1-YPet FRET cleavage. actives 0.21% (n = 360,000). inhibition, % at 10 µM;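 active = inhibition at least 30% at 10 µM, raw YFP signal under a set limit, fluorescence ratio 0.5 to 1.5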;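 also: 0% = enzyme with DMSO and 100% = no enzyme wells; some results filed as inactive read as strong as hits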
Target sequence (Q9P0U3 419-644 limits assumed): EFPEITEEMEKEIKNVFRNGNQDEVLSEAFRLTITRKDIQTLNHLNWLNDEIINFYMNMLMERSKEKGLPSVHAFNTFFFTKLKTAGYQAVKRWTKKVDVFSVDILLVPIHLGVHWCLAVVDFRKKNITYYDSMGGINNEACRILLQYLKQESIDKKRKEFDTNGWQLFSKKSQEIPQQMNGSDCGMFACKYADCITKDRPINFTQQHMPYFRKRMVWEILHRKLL
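Assay system – human recombinant His6-tagged SENP1 catalytic domain enzyme · Input – SENP1 enzyme, 20 pM final · Buffer or medium – Tris pH 8 buffer plus EDTA, NaCl, BME, BSA, NP40, catalase · Schedule – 50 min reaction at room temperature · Technique – FRET read of cyan and yellow fluorescence · Control set – no-enzyme wells low, DMSO-plus-enzyme wells high control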
APOBEC3A inh – blocks human APOBEC3A ssDNA deamination; inhibition, % at 20 µM; recombinant A3A, FAM/TAMRA ssDNA deamination fluorescence; AID 493011; actives 0.41% (n = 330,000);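 active = at least 40% inhibition at 20 µM here, with at most 30% in a related deaminase screen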;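 also: plate controls were A3A with DMSO for no effect and wells lacking A3A enzyme for full effect; some results filed as inactive read as strong as hits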
Target sequence (P31941 whole entry, looked up): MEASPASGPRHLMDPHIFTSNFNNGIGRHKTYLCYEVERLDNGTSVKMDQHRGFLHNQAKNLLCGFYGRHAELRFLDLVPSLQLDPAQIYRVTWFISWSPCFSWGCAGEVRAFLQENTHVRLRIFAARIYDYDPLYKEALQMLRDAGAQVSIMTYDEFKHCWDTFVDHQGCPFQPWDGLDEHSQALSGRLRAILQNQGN
MIN6 prolif – inducers of beta-cell replication in MIN6 cells; MIN6 cells proliferation, ATPlite luminescence, 48 h; cells starved in 0.2% serum; 100% = growth in 10% serum; AID 2380; actives 0.29% (n = 330,000); proliferation, % at 10 µM;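 active = compounds whose signal lies at least 3.5 SD above the mean of all wells on their plate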;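 also: 0% = DMSO-treated cells in low-serum medium and 100% = 10% serum control; some compounds called inactive have numbers as strong as hits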
hIAP act – increases human intestinal alkaline phosphatase activity; activation factor at 10 µM; AID 2524; purified human IAP, CDP-Star luminescence, 30 min; hits give high values; 1 = vehicle-only enzyme, 0 = enzyme-free background; actives 0.16% (n = 330,000);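 active = activation factor of the enzyme at least 2-fold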; also: the source names both 10 and 20 µM as test concentration; values of inactives mirror those of a sister screen read the other way
mIAP act – increases mouse intestinal alkaline phosphatase activity; muIAP, CDP-Star luminescence, 30 min; hits give high values; 1 = vehicle-only enzyme signal, 0 = enzyme-free wells; activation factor at 10 µM; actives 0.24% (n = 330,000); AID 2805;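 active = activation factor of at least 2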; also: the source names both 10 and 20 µM as test concentration; values of inactives mirror those of a sister screen read the other way
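System: Mouse IAP enzyme | Also added: CDP-Star substrate | Dosing: Compounds dispensed in DMSO | Schedule: 30 min enzyme-substrate-compound incubation at room temperature | Technique: Chemiluminescence readout | Control set: DMSO-only wells and no-enzyme negative control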
* hit, by the source's call. A portion of the library, so the mix of outcomes need not match the whole.

SMILES | hIAP block | NLRP3 yeast inh | APOBEC3G inh | mIAP inh | SENP1 FRET inh | APOBEC3A inh | MIN6 prolif | hIAP act | mIAP act
C/C(CC(=O)Nc1cc(C)cc(C)c1)=N\NC(=O)c1ccccn1 | -37 | -5 | -4 | 6 | -1 | -2 | -4 | 1.4 | 0.94
CN(C)c1ccc(N/C=C/C(=O)C(F)(F)F)cc1 | 10 | 31 | -3 | 7 | 25 | 0 | -5 | 0.9 | 0.93
CCN(CC)C(=O)CSc1nc2cc3c(cc2c(=O)n1Cc1ccc2c(c1)OCO2)OCO3 | 0 | 11 | -6 | 2 | -2 | -2 | -3 | 1 | 0.98
O=C(NCCN1CCNC1=O)C1CCC(=O)N(Cc2ccccc2F)C1 (stereo not given) | 7 | 12 | -2 | 6 | 0 | -6 | 0 | 0.93 | 0.94
Cc1c(C2OC(=O)C3(CCCCC3)C(=O)C2(C)C)c(=O)n(-c2ccccc2)n1C (stereo not given) | -2 | -9 | -6 | -2 | -1 | -1 | -3 | 1 | 1
CCOC(=O)c1c(C)[nH]c(C(=O)OCC(=O)N(C)CC(=O)Nc2ccccc2Cl)c1C | 3 | 16 | 15 | -6 | -2 | 24 | 2 | 0.97 | 1.1
CCOc1ccc(S(=O)(=O)NCc2cccs2)cc1 | 7 | 14 | -4 | 2 | 2 | 2 | -1 | 0.93 | 0.98
C=CCOC(=O)Nc1ccc(Cl)cc1NC(=O)OCC=C | -6 | -9 | -2 | 0 | 1 | -1 | -1 | 1.1 | 0.99
O=C(COC(=O)Cn1cnc2ccccc21)NCc1ccc(F)cc1 | 2 | 5 | -10 | -8 | 2 | -1 | 1 | 0.98 | 1.1
COc1ccc(N2C(=O)CC(N(CCc3ccc(OC)c(OC)c3)C(=S)Nc3ccccc3)C2=O)cc1 (stereo not given) | 8 | 14 | 1 | -5 | 1 | 1 | 0 | 0.92 | 1
O=C(O)c1ccc(N/N=C/C2=C(N3CCOCC3)C(=C\c3ccccc3)/CC2)cc1 | 5 | -11 | -6 | -2 | -34 | -1 | -6 | 0.95 | 1
O=C(Nc1ccc2c(c1)OCO2)c1cnn2c(C(F)(F)F)cc(-c3ccco3)nc12 | 9 | 23 | 3 | 9 | 2 | 1 | 0 | 0.91 | 0.91
CC(C)C[C@H]1CN=C(Nc2ccccc2)N1CCC(C)c1ccccc1 (stereo not given in full) | 11 | 11 | -7 | -9 | -1 | -2 | -6 | 0.89 | 1.1
COc1cc(Cl)c(S(=O)(=O)NCc2cccnc2)cc1Cl | 7 | 8 | -2 | -10 | 1 | -2 | -3 | 0.93 | 1.1
CCOc1cccc(C2C(C(=O)c3ccc(C)o3)=C(O)C(=O)N2c2nccs2)c1 (stereo not given) | -13 | -1 | -12 | 4 | 32 | -5 | 0 | 1.1 | 0.96
O=C(C1=NNCC1c1ccccc1)C1OC1c1ccccc1 (stereo not given) | 2 | 35 | 15 | -3 | -7 | 5 | -5 | 0.98 | 1
Nn1c(SCC(=O)Nc2nccs2)nnc1-c1ccccn1 | 6 | 2 | -4 | -8 | -1 | 2 | -1 | 0.94 | 1.1
CN1c2ccccc2C(C)(C)[C@]12C=Cc1cc(O)ccc1O2 | 25 | 28 | -6 | 4 | -13 | 0 | -3 | 0.75 | 0.96
CC1CCCN(c2ccc(C(=O)NCCc3ccccc3)cn2)C1 (stereo not given) | 8 | 13 | -10 | -3 | -1 | -5 | -2 | 0.92 | 1
Nn1c(-c2cccs2)nc2sc3c(c2c1=O)CCCC3 | 16 | 9 | -7 | 4 | -10 | -21 | -3 | 0.84 | 0.96
CCOC(=O)CC1C(=O)NCCN1S(=O)(=O)c1cc(Cl)c(Cl)cc1Cl (stereo not given) | -1 | -1 | -3 | 1 | -2 | 1 | -1 | 1 | 0.99
O=C(CCN1C(=O)/C(=C\C=C\c2ccccc2)SC1=S)Nc1cccc(C(=O)O)c1 | -11 | 1 | -2 | 22 | -11 | -3 | -6 | 1.1 | 0.78
O=C(Cc1ccc(-c2ccccc2)cc1)N1CCOCC1 | -12 | 16 | 2 | -4 | 6 | 3 | 0 | 1.1 | 1
Cc1[nH]ccc2c1[nH]c1cc(=O)ccc12 | -17 | 24 | -4 | 8 | -38 | -2 | 2 | 1.2 | 0.92
O=C(Nc1ccc2ccccc2n1)Nc1ccccc1F | 1 | 15 | -3 | -5 | -1 | 2 | -1 | 0.99 | 1

Reprinted from the entries so far, 8 compounds:
SMILES | hIAP block | NLRP3 yeast inh | APOBEC3G inh | mIAP inh | SENP1 FRET inh | APOBEC3A inh | MIN6 prolif | hIAP act | mIAP act
C/C(CC(=O)Nc1cc(C)cc(C)c1)=N\NC(=O)c1ccccn1 | -37 | -5 | -4 | 6 | -1 | -2 | -4 | 1.4 | 0.94
CN(C)c1ccc(N/C=C/C(=O)C(F)(F)F)cc1 | 10 | 31 | -3 | 7 | 25 | 0 | -5 | 0.9 | 0.93
CCN(CC)C(=O)CSc1nc2cc3c(cc2c(=O)n1Cc1ccc2c(c1)OCO2)OCO3 | 0 | 11 | -6 | 2 | -2 | -2 | -3 | 1 | 0.98
O=C(NCCN1CCNC1=O)C1CCC(=O)N(Cc2ccccc2F)C1 (stereo not given) | 7 | 12 | -2 | 6 | 0 | -6 | 0 | 0.93 | 0.94
Cc1c(C2OC(=O)C3(CCCCC3)C(=O)C2(C)C)c(=O)n(-c2ccccc2)n1C (stereo not given) | -2 | -9 | -6 | -2 | -1 | -1 | -3 | 1 | 1
CCOC(=O)c1c(C)[nH]c(C(=O)OCC(=O)N(C)CC(=O)Nc2ccccc2Cl)c1C | 3 | 16 | 15 | -6 | -2 | 24 | 2 | 0.97 | 1.1
CCOc1ccc(S(=O)(=O)NCc2cccs2)cc1 | 7 | 14 | -4 | 2 | 2 | 2 | -1 | 0.93 | 0.98
C=CCOC(=O)Nc1ccc(Cl)cc1NC(=O)OCC=C | -6 | -9 | -2 | 0 | 1 | -1 | -1 | 1.1 | 0.99

(continued)
SMILES | hIAP block | NLRP3 yeast inh | APOBEC3G inh | mIAP inh | SENP1 FRET inh | APOBEC3A inh | MIN6 prolif | hIAP act | mIAP act
Cc1ccc(SCC(=O)NCC(C)C)cc1 | 14 | 16 | -1 | 8 | 1 | 1 | -3 | 0.86 | 0.92
C=CCn1c(Cc2ccccc2)nnc1SCc1nc2ccccc2c(=O)[nH]1 | 9 | 6 | 1 | 7 | 0 | 20 | 0 | 0.91 | 0.93
COc1ccc(C2=NO[C@@H]3[C@@H]4C[C@@H]([C@H]5C(=O)N(C)C(=O)[C@@H]45)[C@H]23)c(OC)c1 | -7 | 9 | -8 | 0 | 11 | 0 | 1 | 1.1 | 1
COC(=O)Nc1ccccc1C(=O)N1CCN(c2ccc(C)cc2)CC1 | 3 | 7 | -1 | -8 | -2 | 0 | 0 | 0.97 | 1.1
CSc1nc2nc(-c3ccccc3)cc(=O)n2[nH]1 | -6 | -18 | -3 | 1 | 0 | -4 | -2 | 1.1 | 0.99
Cc1ccnc(NC(=O)CCS(=O)(=O)c2ccccc2)c1 | -9 | 17 | -4 | 0 | -2 | 16 | 3 | 1.1 | 1
CC(C)Cn1c(N)cc(=O)n(C)c1=O | 3 | 20 | -6 | 6 | 1 | 3 | -2 | 0.97 | 0.94
CCCCc1cn([C@@H](CCCCN)C(=O)N2CCNCC2)nn1 | 12 | 12 | -3 | -8 | 6 | 2 | 2 | 0.88 | 1.1
CN1N=C(C(=O)N2CCCC(Nc3ccc(F)c(F)c3)C2)CCC1=O (stereo not given) | 3 | 13 | -3 | 1 | 1 | -2 | -2 | 0.97 | 0.99
O=C(NC(=S)N1CCOCC1)c1ccc(F)cc1 | -32 | 13 | -6 | 8 | -2 | -3 | -3 | 1.3 | 0.92
CCOC(=O)c1cc(-c2ccc(Cl)cc2)nc2c1c(=O)[nH]c(=O)n2CCOC | -3 | 23 | -7 | 6 | 1 | 0 | 3 | 1 | 0.94
Nc1nc2ccccc2n1/N=C/c1ccc(Br)cc1 | -32 | 18 | -1 | 10 | 0 | -1 | -4 | 1.3 | 0.91
O=C(NCCc1ccccc1)c1ccc2nc(-c3ccco3)c(-c3ccco3)nc2c1 | 0 | 16 | 77 | 8 | -25 | 96 | -1 | 1 | 0.92
CC(=O)N1CCCc2cc(S(=O)(=O)CCC(=O)N3CCN(c4cccc(C)c4)C(C)C3)ccc21 (stereo not given) | 8 | 12 | -5 | -9 | 1 | 0 | -1 | 0.92 | 1.1
COc1cccc(N(C(=O)CNC(=O)c2ccco2)C(C(=O)NC2CCCCC2)c2cccnc2)c1 (stereo not given) | 3 | 11 | -6 | -12 | 2 | -3 | 2 | 0.97 | 1.1
COC(=O)c1cn(CC(=O)Nc2ccc(F)cc2)c2ccccc12 | -13 | 13 | 2 | -20 | 0 | 7 | 1 | 1.1 | 1.2
Cc1ccsc1/C=N\Nc1cn[nH]c(=O)c1Cl | -15 | -2 | -4 | -3 | 0 | 3 | -2 | 1.2 | 1
COc1cc(OC)cc(C(=O)NCCNc2nc3cc(C)cc(C)c3cc2C#N)c1 | -32 | 2 | -6 | -4 | -174 | 5 | -3 | 1.3 | 1
Clc1ccc(Cn2ncc3c(NCCN4CCOCC4)ncnc32)cc1 | -7 | 3 | -5 | 0 | -1 | -2 | -1 | 1.1 | 1
O=[N+]([O-])c1ccccc1OCC(O)CNC1CCCC1 (stereo not given) | 11 | 5 | -8 | 9 | 0 | -2 | -4 | 0.89 | 0.91
Cn1c(-c2ccc(C=O)s2)nc2ccccc21 | 13 | 20 | -4 | 11 | -23 | -2 | -1 | 0.87 | 0.89
COc1cc(C(=O)OCCC(C)C)cc(OC)c1O | -4 | -52 | 10 | -18 | 1 | 3 | -1 | 1 | 1.2
O=C(CN1CCOc2ccccc21)N1CCCC1 | 5 | 12 | -4 | 1 | 2 | -1 | -2 | 0.95 | 0.99
CC(=O)Nc1cccc(NC(=O)C2CCCN2C(=O)Nc2ccccc2C)c1 (stereo not given) | 12 | -6 | -9 | -5 | -1 | -1 | -2 | 0.88 | 1.1
COc1ccc(C(=O)Nc2cc(-c3nn4c(C)nnc4s3)ccc2C)cc1 | -9 | 25 | -2 | 6 | -29 | -1 | -1 | 1.1 | 0.94
O=C(CCc1nc2ccccc2c(=O)[nH]1)Nc1nnc(SCc2ccc(F)cc2)s1 | 6 | 13 | -7 | 1 | -2 | -1 | -4 | 0.94 | 0.99
CN(Cc1ccccc1)C(=O)C1CCC(CNS(=O)(=O)c2cccc3cccnc23)CC1 (stereo not given) | -10 | 7 | -8 | -7 | 0 | -6 | -2 | 1.1 | 1.1
